Compound activity from PubChem.
GSK3 alpha inh – blocks human GSK-3 alpha kinase. actives 0.1% (n = 320,000). P49840. inhibition, % at 10 µM. ADP-Glo luminescence, 60 min;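 in the data active means inhibition above about 50%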;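 further: GST-tagged GSK-3 alpha with peptide substrate and 25 µM ATP; 0% = DMSO neutral wells and 100% = GW8510 positive control wells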
RGS4 act – potentiators or activators of RGS4; actives 0.92% (n = 310,000); AID 463111; B-score at 10 µM; HEK293 M3R/inducible RGS4, carbachol calcium flux Fluo4; stronger effect = lower value;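 active means B-score of the integrated calcium signal more than 4 SD below the library mean, with starting fluorescence not abnormally high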;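 further: negative B-score means reduced calcium response which marks RGS4 activation or potentiation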
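Detection: kinetic calcium fluorescence imaging with Fluo4-AM dye, 2 µM / Material: HEK293 cells with stable M3R and inducible RGS4 / Schedule: recording 10 s baseline at 1 Hz, 100 s post-agonist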
KCNK3 block – human KCNK3 channel inhibition, primary screen; B-score at 10 µM; O14649; CHO-KCNK3 thallium flux, FluxOR fluorescence; stronger effect = lower value; actives 0.84% (n = 340,000);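 active means B-score under library mean minus 4 SD, starting fluorescence ratio at most library mean plus 5 SD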;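 further: more negative B-score means stronger inhibition of thallium flux through KCNK3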
Target sequence (O14649 whole entry, looked up): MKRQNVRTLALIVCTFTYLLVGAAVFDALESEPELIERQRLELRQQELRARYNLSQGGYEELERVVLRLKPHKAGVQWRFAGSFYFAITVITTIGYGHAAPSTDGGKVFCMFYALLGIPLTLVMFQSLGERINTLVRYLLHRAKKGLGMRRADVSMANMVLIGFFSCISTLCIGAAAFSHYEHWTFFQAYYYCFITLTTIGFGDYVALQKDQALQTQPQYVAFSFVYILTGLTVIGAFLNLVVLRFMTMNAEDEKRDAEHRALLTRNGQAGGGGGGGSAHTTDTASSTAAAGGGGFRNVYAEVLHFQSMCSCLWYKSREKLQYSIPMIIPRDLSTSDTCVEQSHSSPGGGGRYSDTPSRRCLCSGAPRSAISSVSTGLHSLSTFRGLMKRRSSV
KCNQ1 act – potentiators or activators of human KCNQ1 potassium channel; P51787; CHO-K1 KCNQ1, thallium flux FluxOR fluorescence; stronger effect = higher value; B-score at 10 µM; actives 0.35% (n = 310,000); AID 2648;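 active means fluorescence ratio B-score, a plate-corrected score, at least three library SD, with initial intensity B-score within 5 SD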
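assay system = CHO-K1 cells stably expressing KCNQ1 | medium = assay buffer, equal DMSO in all wells | timing = 37 °C overnight plating, 90-min dark dye load, 20-min compound pretreatment | measured by = kinetic FluxOR thallium fluorescence, 10-s 1-Hz baseline, 110-s post-stimulus read | measure = fluorescence change relative to baseline, converted to B score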
Dyrk1A ADPGlo – Dyrk1A (rat) kinase inhibition | Q63470 | ADP-Glo luminescence, NFATc1 peptide | inhibition, % at 12.5 µM | actives 0.43% (n = 310,000); in the data active means inhibition above about 50%;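 further: plate controls were vehicle with enzyme for no effect and no enzyme for full effect; many of its hits are not listed in these tables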
GSK3beta inhib – blocks human GSK3beta kinase activity; P49841; GST-GSK3beta kinase, ADP-Glo luminescence, 60 min; stronger effect = lower value; activity score (negative = inhibition), % at 10 µM; actives 0.038% (n = 300,000);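 active means more than half of replicate wells score below -50%, meaning over 50% inhibition versus plate controls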;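 further: 0% = median DMSO wells and -100% = median GW8510 positive control wells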
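Test system: GST-tagged human GSK3beta kinase, cell-free; evaluation: activity score scaled between in-plate DMSO and GW8510 controls; measured by: ADP-Glo luminescence; incubation: 60 min reaction, RT; benchmarks: DMSO and 20 µM GW8510; reagent: peptide substrate plus 25 µM ATP (final); medium: Tris/MgCl2 kinase buffer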
PolyA inh – blocks polyadenylation in yeast reporter cells | S. cerevisiae SKY197-pL101 polyadenylation reporter, beta-gal luminescence; efflux-impaired pdr1/pdr3 knockout yeast; score 100 = 6 SD above DMSO | calls only at 12 µM | actives 0.02% (n = 300,000) | AID 1875;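 active means lowest replicate activity score at least 50, where 100 means six control SD above control mean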;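 further: yeast exposed to compound for 9 h at 30 °C; higher score means more reporter readthrough which indicates perturbed polyadenylation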
hERG rescue – compounds protecting human hERG from proarrhythmic drug block; actives 0.51% (n = 310,000); activation (rescue from dofetilide block), less the hit threshold, % at 10 µM; CHO-hERG, FluxOR thallium flux, dofetilide IC70 present; Q12809;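 active means activation above the mean of controls blocked by dofetilide plus 5 SD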;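 further: thallium influx through hERG after potassium depolarization seen as dye fluorescence rise; in these data hits start at about 4.7%; inactives centre near -7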
KCNK9 block – human KCNK9 channel inhibition; HEK293 KCNK9, FluxOR thallium flux fluorescence; stronger effect = lower value; B-score at 10 µM; actives 1.2% (n = 310,000); AID 488922;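 active means ratio B-score over 3 SD below the library mean, with starting fluorescence within 5 SD of its mean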;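 further: negative B-score means less thallium flux so channel inhibition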
Target sequence (Q9NPC2 whole entry, looked up): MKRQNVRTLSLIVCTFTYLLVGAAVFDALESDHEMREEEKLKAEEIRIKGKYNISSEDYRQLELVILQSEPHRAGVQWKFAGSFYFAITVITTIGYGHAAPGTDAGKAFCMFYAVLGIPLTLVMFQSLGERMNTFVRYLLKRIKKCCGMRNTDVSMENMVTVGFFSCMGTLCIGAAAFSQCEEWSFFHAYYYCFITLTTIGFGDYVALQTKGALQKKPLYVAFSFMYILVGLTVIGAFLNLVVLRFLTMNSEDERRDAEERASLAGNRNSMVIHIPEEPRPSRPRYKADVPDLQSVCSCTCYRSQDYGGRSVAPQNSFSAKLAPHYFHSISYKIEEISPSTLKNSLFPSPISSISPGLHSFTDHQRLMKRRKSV
HDAC3 inhib – inhibitors of human histone deacetylase 3; actives 0.15% (n = 320,000); O15379; recombinant HDAC3, fluorogenic peptide/trypsin coupled, fluorescence; inhibition, % at 8.3 µM; in the data active means inhibition above about 26%, passing the limit was not always enough
KCNQ1 block – human KCNQ1 channel inhibition. P51787. CHO-K1 KCNQ1, FluxOR thallium flux fluorescence; stronger effect = higher value. B-score at 10 µM. actives 1.3% (n = 310,000);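 active means compounds whose thallium flux B-score, printed positive for inhibition, exceeds three library SD while starting fluorescence stays within three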;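 further: channel opened by potassium depolarization with thallium stimulus after 20 min compound exposure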
Active calls of the source: *; i = inactive; . = not tested or not shown. An excerpt, so the mix of outcomes need not match the whole.

structure	GSK3 alpha inh	RGS4 act	KCNK3 block	KCNQ1 act	Dyrk1A ADPGlo	GSK3beta inhib	PolyA inh	hERG rescue	KCNK9 block	HDAC3 inhib	KCNQ1 block
CCCCc1cc(=O)oc2cc(OCC(=O)NCc3ccccn3)ccc12	-3	i	i	i	-2	2	i	-4	i	-2	i
COc1cccc2[nH]c(=O)c(-c3ccccc3)cc12	0	i	i	i	0	1	i	-5	i	-5	i
O=C(COc1ccc2ccccc2c1Br)N1CCN(c2ccccn2)CC1	0	i	i	i	2	0	i	-12	i	2	i
Cc1ccc(NC(=O)c2ccccc2)cc1-n1cnnn1	-2	i	i	i	2	-2	i	-9	i	-1	i
COc1ccc(CCNC(=O)CN(c2ccc(OC)c(OC)c2)S(C)(=O)=O)cc1	1	i	i	i	6	4	i	-10	i	-5	i
O=C(Nc1cccc([N+](=O)[O-])c1)c1ccc(CN2CCOCC2)cc1	1	i	i	i	12	-3	i	-5	i	1	i
COC(=O)Cn1c(CN2CCN(c3ccc(F)cc3)CC2)nc2c1c(=O)n(C)c(=O)n2C	-1	i	i	i	-2	-4	i	-6	i	-11	i
CCN(Cc1ccccc1)S(=O)(=O)c1c(C(=O)N2CCCC2)c(C)n(C)c1C	-2	i	i	i	2	-2	i	-5	i	-3	i
COCCNc1oc(-c2ccc(F)cc2)nc1C#N	5	i	i	i	8	2	i	0	i	-64	i
COc1ccccc1C1CN=NC12CCCc1ccccc1C2=O (centres undefined)	-1	i	i	i	-3	0	i	-8	i	12	i

A different layout for part of the listing above:
Order of results – GSK3 alpha inh, RGS4 act, KCNK3 block, KCNQ1 act, Dyrk1A ADPGlo, GSK3beta inhib, PolyA inh, hERG rescue, KCNK9 block, HDAC3 inhib, KCNQ1 block
O=C(Nc1cccc([N+](=O)[O-])c1)c1ccc(CN2CCOCC2)cc1
  1, i, i, i, 12, -3, i, -5, i, 1, i
COc1ccccc1C1CN=NC12CCCc1ccccc1C2=O (centres undefined)
  -1, i, i, i, -3, 0, i, -8, i, 12, i

Continuation:
structure	GSK3 alpha inh	RGS4 act	KCNK3 block	KCNQ1 act	Dyrk1A ADPGlo	GSK3beta inhib	PolyA inh	hERG rescue	KCNK9 block	HDAC3 inhib	KCNQ1 block
CC(C)/C=N/Nc1nc(-c2ccc(Br)cc2)cs1	1	i	i	i	3	-3	i	-2	i	5	i
C=C(C)CSc1nc(N)cc(=O)[nH]1	-3	i	-21*	i	-9	5	i	-1	i	-2	i
COCC(C)NCc1cc(Br)ccc1OC (centres undefined)	-4	i	i	i	-4	-3	i	-8	i	-3	i
Cc1cc(OCc2ccccc2)ccc1/C(O)=C1/C(=O)C(=O)N(Cc2cccnc2)C1c1ccncc1 (centres undefined)	-5	i	i	i	.	-1	i	-3	i	5	i
COC(=O)C(C)Oc1cc(OC(C)C(=O)OC)c2c(-c3ccccc3)cc(=O)oc2c1 (centres undefined)	-3	i	i	i	-4	0	i	-5	i	0	i
CCC(C(=O)NC(C)(C)C)N(Cc1ccco1)C(=O)CNS(=O)(=O)c1ccc(OC)cc1 (centres undefined)	-3	i	i	i	-3	0	i	-7	i	-1	i
O=C(OCc1nc2ccccc2s1)c1ccccc1O	0	i	i	i	0	1	i	-20	i	2	i
Cc1ccc(NC(=O)COC(=O)c2ccc(Cl)cc2)cc1S(=O)(=O)N(C)C	0	i	i	i	-1	1	i	-4	i	4	i
O=C(CSCc1cccc(Cl)c1)NCc1ccc2c(c1)OCO2	.	i	i	i	1	-20	i	-11	i	1	i
CN1CCC/C1=C1/C(=O)N(c2ccccc2)N=C1NC(=O)Nc1cccc(Cl)c1	7	i	i	i	8	-1	i	-6	i	6	i
Cc1ccc(S(=O)(=O)NCC(=O)Nc2cccc([N+](=O)[O-])c2)cc1	-2	i	i	i	-3	-1	i	-11	i	-2	i
CSCCC(NS(=O)(=O)/C=C/c1ccccc1)C(=O)O (centres undefined)	-5	i	i	i	-4	0	i	-8	i	-10	i
c1ccc2c(c1)OCCOCCOc1ccccc1OCCOCCO2	-2	i	i	i	1	2	i	-15	i	-4	i
c1ccc(CCNc2ncnc3scc(C4COc5ccccc5O4)c23)cc1 (centres undefined)	-1	i	-9.1*	i	6	3	i	-18	i	7	i
COc1ccc(C2CC(O)(c3ccccc3)Oc3cc(OC)c(OC)c(OC)c32)cc1 (centres undefined)	-2	i	i	i	-29	4	i	-7	i	41*	i
CCN(CC)C(=O)C(=O)N/N=C/c1ccc(C(=O)OC)cc1	-1	i	i	i	-3	-2	i	-9	i	2	i
Cc1ccc(S(=O)(=O)N2CC(=NN=C(N)N)C2)cc1	-4	i	i	i	-5	.	i	-9	i	0	i
c1ccc2c3c([nH]c2c1)C1(CCCCC1)NCC3	-2	i	i	i	-4	-2	i	-4	i	-1	i
CCOC(=O)c1ccccc1NC(=O)COC(=O)CSCC(=O)Nc1cc(C)on1	1	i	i	i	1	2	i	-8	i	-1	i
O=C(O)CCCCCNC(=O)/C=C/c1ccco1	-1	i	i	i	2	3	i	-4	i	-2	i
CS(=O)(=O)N1CCN(C(=O)c2cccnc2)CC1	0	i	i	i	3	3	i	-2	i	-1	i
O=C(c1cc(-c2ccccc2Cl)nc2ccccc12)N1CCC1	0	i	i	i	5	-1	i	-17	i	1	i
CNc1c(NS(=O)(=O)c2ccc(F)c(Cl)c2)c(=O)oc2ccccc12	-1	i	i	i	-8	1	i	-10	i	3	i
Cn1cc(/C=C2\SC(=O)N(c3ccc(O)cc3)C2=O)c2ccccc21	-2	i	i	i	-2	-8	i	-9	i	2	i
Cc1cc(NS(=O)(=O)c2ccc(NC(=O)CSc3nc4ncccc4[nH]3)cc2)nc(C)n1	-1	i	i	i	-1	0	i	-6	i	-11	i
COc1cccc(C(=O)/C=C/c2ccc(N3CCCCC3)c([N+](=O)[O-])c2)c1	-2	i	i	i	-4	3	i	-11	-8.3*	-7	i
CC(CCC(=O)O)C1CC[C@@]2(C)C3C(=O)CC4C(C)(C)C(O)CC[C@]4(C)C3C(=O)C[C@]12C (some centres undefined)	-2	i	i	i	10	-2	i	-7	i	1	i
CCC(=O)Nc1ccc(C(=O)OCc2ccccc2)cc1	.	i	i	i	0	-3	i	-9	i	.	i
Cn1c(=O)c2ccccc2n2c(CCl)nnc12	3	i	i	i	5	-1	i	-3	i	-7	i
CCOC(=O)c1c(-c2ccc(C)o2)csc1NC(=O)COC(=O)c1ccc(NC(N)=O)cc1	1	i	i	i	3	-3	i	-17	i	5	i
COc1ccc(-c2cc(-c3nnc(COC(=O)CC4CCCC4)o3)c3ccccc3n2)cc1OC	.	i	i	i	-1	3	i	-8	i	-10	i
CCN(Cc1ccccc1)C(c1ccc(C)cc1)c1nnnn1C(C)(C)CC (centres undefined)	-2	i	i	i	10	-24	i	-10	-13*	3	8*
Cc1cc(=O)oc2cc(NC(=O)CN3C(=O)NC(C)(c4ccccc4)C3=O)ccc12 (centres undefined)	-2	i	i	i	5	0	i	-3	i	-41	i
CC(=O)N1c2ccc(S(=O)(=O)N(C)CC(=O)N(C)Cc3ccccc3)cc2CC1C (centres undefined)	-38	i	i	i	3	1	i	-6	i	-5	i
CS(=O)(=O)NNC(=O)c1cc2cc3ccccc3nc2s1	-2	i	i	i	3	4	.	-7	i	0	i
CC(C)(C)c1ccc(-c2n[nH]c(=S)n2/N=C/c2ccncc2)cc1	2	i	i	i	-1	1	i	0	i	1	i
Cc1cc(C)c(NC(=O)c2cccc(NC(=O)c3ccco3)c2)c(C)c1	0	i	i	i	-4	0	i	-11	i	0	i
CCOC(=O)c1nn(-c2ccccc2)cc1O	0	i	i	i	-3	1	i	-2	i	1	i
O=C(CSc1nnc(-c2ccc(F)cc2)o1)Nc1ccc(S(=O)(=O)N2CCCCCC2)cc1	-1	i	i	i	-4	-4	i	0	i	-8	i
CCc1ccc(NS(=O)(=O)c2c(C(=O)N3CCOCC3)c(C)n(C)c2C)cc1	-1	i	i	i	-1	3	i	-8	i	-3	i
O=C(Nc1ccncc1)c1ccc(Cl)c(S(=O)(=O)N2CCCC2)c1	3	i	i	i	7	1	i	-20	i	1	i
CC(=O)c1c(C)[nH]c(C(=O)COC(=O)C2CC2)c1C	1	i	i	i	0	0	i	-12	i	3	i
CNc1c([N+](=O)[O-])cnn1-c1ccccc1Cl	0	i	i	i	1	2	i	-7	i	1	i
CCCCCCCCCCn1cc(C(C)=O)c(=O)[nH]c1=O	-2	i	i	i	4	-5	i	-15	i	8	i
COc1ccc(CN2CCC(C(=O)N(C)CCc3ccc(OC)c(OC)c3)CC2)c(OC)c1	.	i	i	i	2	1	i	-3	i	-1	i
Cc1cc(OCC(=O)NCCc2c[nH]c3ccccc23)c2c(C)cc(=O)oc2c1	1	i	i	i	5	4	i	-6	i	2	i
C=CCNC(=S)Nc1ccc2nsnc2c1	19	i	i	i	10	2	i	-12	i	6	i
Cc1ccc(SC(C)C(=O)NC(N)=O)c(C)c1 (centres undefined)	-1	i	i	i	-4	2	i	-5	i	-3	i
O=[N+]([O-])c1ccc(C2OCCO2)cc1CS(=O)(=O)c1ccccc1	-1	i	i	i	0	4	i	-4	i	1	i
O=C(Nc1ccccc1)C1CCN(c2nccs2)CC1	0	i	i	i	-1	5	i	-9	i	-16	i

New compounds follow
structure	GSK3 alpha inh	RGS4 act	KCNK3 block	KCNQ1 act	Dyrk1A ADPGlo	GSK3beta inhib	PolyA inh	hERG rescue	KCNK9 block	HDAC3 inhib	KCNQ1 block
O=C(O)CCC(=O)Nc1ccc(C(=O)OCC(=O)c2ccc(Cl)cc2)cc1	0	i	i	i	1	12	i	-9	i	9	i
Cc1nc(SCC(=O)NNC(=O)c2cccs2)[nH]c(=O)c1C	-4	i	i	i	-1	0	i	-5	i	-15	i
O=C(c1cccc(Cl)c1)N1CCC(N2CCC(C(=O)N3CCOCC3)CC2)CC1	1	i	i	i	-2	-2	i	-6	i	-3	i
CNC(=S)N/N=C(\C)c1ccc(Cl)c(Cl)c1	1	i	i	i	.	-3	.	0	i	9	i
CN(C)c1ccc(S(=O)(=O)N2CCCCC2)cc1NC(=O)C1=NN(c2ccccc2)C(=O)CC1	-6	i	i	i	-1	1	i	-10	i	-11	i
Cc1cccc(NC(=O)CSc2nnc(C3CC3)n2CC2CCCO2)c1C (centres undefined)	1	i	i	i	-5	-1	i	-3	i	0	i
